# Screens deposited in PubChem by National Center for Advancing Translational Sciences (NCATS).
# D1 potentiator: human D1 dopamine receptor positive modulation. P21728. HEK293 TREx D1 cells, calcium flux, dopamine EC20 potentiation. potentiation, % at 10 µM. 0.036% of 360,000 active. AID 504651; in the data active = potentiation above about 30%; also: 0% is about no effect
# Target sequence (P21728 whole entry, looked up): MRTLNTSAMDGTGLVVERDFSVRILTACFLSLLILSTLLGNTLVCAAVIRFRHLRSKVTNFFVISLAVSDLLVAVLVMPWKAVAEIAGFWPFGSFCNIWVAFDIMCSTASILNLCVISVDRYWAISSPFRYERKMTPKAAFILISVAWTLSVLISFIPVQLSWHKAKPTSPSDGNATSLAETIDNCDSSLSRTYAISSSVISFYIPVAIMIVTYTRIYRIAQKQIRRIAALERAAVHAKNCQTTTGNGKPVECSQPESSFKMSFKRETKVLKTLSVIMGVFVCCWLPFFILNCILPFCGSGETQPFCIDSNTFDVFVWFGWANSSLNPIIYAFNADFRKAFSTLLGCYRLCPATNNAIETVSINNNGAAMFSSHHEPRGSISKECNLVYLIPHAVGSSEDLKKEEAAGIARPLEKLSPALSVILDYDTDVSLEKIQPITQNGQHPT
# D1 antag: blocks dopamine activation of the human D1 receptor; P21728; HEK293 TREx D1 cells, calcium flux, dopamine EC80; active compounds read low; activity change, negative = inhibition, % at 10 µM; 3.2% of 360,000 active; in the data active = activity change below about -30%; also: % is scaled to controls: 0 for no effect and ±100 for the full control effect
#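 Allosteric or orthosteric antagonism assessed as attenuation of the calcium response to EC80 dopamine, added 180 s after compound, in induced HEK293 Trex D1 cells loaded with no-wash calcium dye.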
# D1 agonist: human D1 receptor agonism | HEK293 T-REx D1 cells, calcium flux, agonist mode | activation, % at 2 µM | 1% of 360,000 active | AID 504660; in the data active = activation above about 30%; also: 0% is about no effect
#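 Tetracycline-induced HEK293 TREx D1 cells, force-coupled to calcium signalling, were dye-loaded with a no-wash calcium kit. Compound was pin-added after a 10 s baseline. Fluorescence was read kinetically at 1 cycle/s for 180 s, with calcium rises flagged as agonism.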
# RXFP1 agonist: agonists of human relaxin receptor RXFP1 | Potency, µM (highest dose often 57.5 µM), for the others: at the top dose activation, usual class: activators | Q9HBX9 | HEK293T-RXFP1 cAMP TR-FRET, 30 min; response scale: percent of porcine relaxin response, buffer zero | 0.3% of 370,000 active; active = well fitted activation curve with a large enough effect; also: potency is read from the fitted curve at half-maximal effect; % is scaled to controls: 0 for no effect and ±100 for the full control effect; nearly all actives have a fitted effect of over 60% in size; many of its hits are not listed in these tables
#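 HEK293 cells stably expressing RXFP1, treated 30 min at 37C with compounds plus PDE4 inhibitor Ro 20174; cAMP measured by HTRF TR-FRET. Normalized to buffer and 29 nM porcine relaxin; EC50 by Hill fit.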
# D2 PAM: positive allosteric modulators of human D2 dopamine receptor | P14416 | HEK293 T-REx D2, calcium flux, EC20 dopamine potentiation | potentiation, % at 10 µM | 0.34% of 340,000 active | AID 485347;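 active = potentiation over 3 SD above the plate norm, cut at about 30% in these data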; also: 0% is about no effect
# Target sequence (P14416 whole entry, looked up): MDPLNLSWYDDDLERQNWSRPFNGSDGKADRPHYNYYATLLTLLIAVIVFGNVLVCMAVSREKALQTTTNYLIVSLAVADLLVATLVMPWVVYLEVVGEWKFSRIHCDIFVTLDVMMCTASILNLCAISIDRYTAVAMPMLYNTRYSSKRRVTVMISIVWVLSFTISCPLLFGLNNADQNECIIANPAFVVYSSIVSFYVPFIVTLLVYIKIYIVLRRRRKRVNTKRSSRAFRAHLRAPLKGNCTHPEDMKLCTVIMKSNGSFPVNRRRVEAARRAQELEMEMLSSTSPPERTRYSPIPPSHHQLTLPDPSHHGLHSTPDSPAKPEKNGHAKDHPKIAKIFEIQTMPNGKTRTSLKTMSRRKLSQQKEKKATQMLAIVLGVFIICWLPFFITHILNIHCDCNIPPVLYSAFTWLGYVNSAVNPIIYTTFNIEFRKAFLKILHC
#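 Using a no-wash calcium dye in inducible, force-coupled HEK293 Trex cells expressing D2, we tracked fluorescence each second for 180 s after compound, then for 180 s after EC20 dopamine to detect augmented signalling.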
# D2 agonist: D2 dopamine receptor (human) agonism; P14416; HEK293 T-REx D2 cells, calcium flux agonist mode; activation, % at 2 µM; 0.53% of 340,000 active;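 active = activation over 3 SD above normal in the single-dose calcium agonist read, cut at about 30% in these data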; also: 0% is about no effect
#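 Agonism is scored from calcium flux in a force-coupled, inducible HEK293 cell line expressing D2, read kinetically for 180 s after compound addition against dopamine controls.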
# RXFP1 antag: antagonists of human relaxin receptor RXFP1; Q9HBX9; HEK293-RXFP1, relaxin-stimulated cAMP HTRF, 30 min; active compounds read low; activity change, negative = inhibition, % at 57.5 µM; 0.59% of 350,000 active; AID 1259400;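 active = activity change of -60% or lower, but not beyond a set lower limit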; also: % is scaled to controls: 0 for no effect and ±100 for the full control effect
# TRHR PAM: allosterically enhances the human TRH receptor; P34981; TRHR cells, fluo-8 calcium fluorescence, EC20 TRH enhancement; enhancement, % at 2 µM; 0.66% of 360,000 active; AID 493056; in the data active = enhancement above about 30%; also: 0% is about no effect
#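 TRHR-expressing cells loaded with fluo-8 calcium dye were read kinetically (ex 480/em 530) during compound addition, then stimulated with an EC20 of TRH (10 nM final). Enhancement of the Gq-mediated intracellular calcium response was scored.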
# D2 antag: antagonists of human D2 dopamine receptor; 2% of 340,000 active; HEK293 TREx D2 cells, calcium flux, dopamine EC80; P14416; inhibition, % at 10 µM; in the data active = inhibition above about 30%; also: 0% is about no effect
#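 Measurement of antagonist activity uses fluorescent calcium dye in inducible HEK293 T-REx D2 cells: 10 s baseline, compound addition with 180 s read, EC80 dopamine addition with a further 180 s read.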
# An asterisk follows results filed as active; . = not tested or not shown.
# Start of the data: the first 2 records (preview)
SMILES,D1 potentiator,D1 antag,D1 agonist,RXFP1 agonist,D2 PAM,D2 agonist,RXFP1 antag,TRHR PAM,D2 antag
COc1cccc(NC(=O)NC2CCN(Cc3nnnn3Cc3ccc4c(c3)OCO4)CC2)c1,-1,-11,0,-4.5%,-20,0.4,8,1,14
COc1ccc2nc(SCC(=O)N3CC(=O)Nc4ccccc43)c(C#N)cc2c1,-3,-30*,32*,1.4%,4,3.5,-3,-9,3

# The whole of this part, from the first entry:
SMILES,D1 potentiator,D1 antag,D1 agonist,RXFP1 agonist,D2 PAM,D2 agonist,RXFP1 antag,TRHR PAM,D2 antag
COc1cccc(NC(=O)NC2CCN(Cc3nnnn3Cc3ccc4c(c3)OCO4)CC2)c1,-1,-11,0,-4.5%,-20,0.4,8,1,14
COc1ccc2nc(SCC(=O)N3CC(=O)Nc4ccccc43)c(C#N)cc2c1,-3,-30*,32*,1.4%,4,3.5,-3,-9,3
O=C(Nc1ccccc1)Nc1nncs1,4,-6,2,-0.3%,-6,0.2,6,-7,-2
CCN(CC)S(=O)(=O)c1cc(C(=O)OCC(=O)NC2CCCc3ccccc32)ccc1C (stereo not drawn),-2,-3,9,0.0%,4,-0.4,-12,1,37*
CCOC(=O)c1c(-c2ccc(OC)cc2)csc1NC(=O)CNCc1ccco1,-7,-10,18,2.5%,1,-0.6,4,-1,3
O=C(Nc1ccccn1)c1ccc(Cl)c(S(=O)(=O)N2CCCCCC2)c1,6,-9,6,-0.6%,16,0.3,0,-1,23
Cc1nc2c3ccccc3nc(NNC(=O)CCC(=O)NC(C)C)n2n1,-4,4,1,2.1%,-16,-0.3,0,5,-29
COc1cccc(-c2nc(CS(=O)CC(=O)NC3CCCC3)c(C)o2)c1 (stereo not drawn),4,5,0,-0.9%,-4,-0.3,3,-4,17
O=C(c1cc2ccccc2oc1=O)N(Cc1ccco1)CC1CCCO1 (stereo not drawn),-8,-13,0,0.0%,5,0.3,10,1,-8
Cn1cc(SCC(=O)NCCc2ccccc2)c2ccccc21,-3,0,4,0.4%,.,.,-4,-6,.
O=C(Nc1ccc(C(=O)N2CCCCC2)cc1)c1cccs1,-9,-1,4,0.2%,-8,-2.1,-19,-5,-4
O=C(O)c1ccccc1C(=O)NNC(=O)C(c1ccccc1)c1ccccc1,15,2,1,3.1%,.,.,7,6,.
C=CCOC(=O)C1=C(C)NC(=O)NC1/C=C/c1ccccc1 (stereo not drawn),-4,-31*,1,0.7%,-5,-1.7,-12,4,11
O=C(c1cc2ccccc2oc1=O)N1CCN(c2ncccn2)CC1,-3,7,0,-2.2%,-1,-0.5,4,6,2
COc1ccc2cc(C3(C)NC(=O)NC3=O)ccc2c1 (stereo not drawn),-5,-12,1,-0.6%,4,-1.0,12,18,-7
CCOC(=O)C1CCCN(C(=O)c2cnn3c(C(F)(F)F)cc(-c4ccccc4)nc23)C1 (stereo not drawn),-5,0,0,1.1%,0,0.3,3,-4,-3
COCCN(C(=O)c1c(C)noc1C)c1c(N)n(CC(C)C)c(=O)[nH]c1=O,-6,-11,0,-0.2%,2,1.1,2,0,10
Cc1ccccc1-n1c(O)c(/C=N/N2CCCCC2c2cccnc2)c(=O)[nH]c1=O (stereo not drawn),1,0,5,0.5%,-7,-1.4,-7,-9,9
O=S(=O)(c1ccc(Cl)c(C(F)(F)F)c1)N1CCN(CC(O)COCC2CCCO2)CC1 (stereo not drawn),-4,-4,-1,0.5%,0,-0.9,-2,7,-3
Cc1onc(-c2c(Cl)cccc2Cl)c1C(=O)N1CCN(c2ccccc2)CC1,-6,25,2,0.3%,0,0.6,0,3,25
CCCC(C)NC(=O)COC(=O)c1cccc(NS(C)(=O)=O)c1 (stereo not drawn),0,6,2,-1.5%,12,-1.3,12,2,6
N#Cc1ccc(Cl)cc1NC(=O)COC(=O)c1ccc2c(c1)OCCO2,-2,5,6,-0.7%,2,0.2,12,8,-7
O=C(CCCc1ccccc1)NCc1ccccc1Cl,-21,-4,0,-1.1%,-3,1.4,-30,-7,-8
Cc1ccc(NC(=O)CSc2nnnn2C2CCCC2)cc1S(=O)(=O)N1CCOCC1,1,-10,1,-1.8%,5,0.3,2,1,8
Cc1cc(/C(O)=C2\C(=O)C(=O)N(CCN(C)C)C2c2ccncc2)ccc1OCc1ccccc1 (stereo not drawn),-6,-11,1,-0.8%,13,0.7,2,-2,-13
O=C(CNc1c(Br)cc(Br)cc1Br)NN=C1CCCCC1,1,11,2,-2.0%,-20,-0.5,.,3,-36
Cc1ccc(C)c(NC(=O)c2cc(-c3cccnc3)nc3ccccc23)c1,-1,12,2,1.4%,11,2.1,5,1,-11
CC(C)(C)NC(=O)CSc1nnc(-c2ccccn2)n1Cc1ccccc1,-10,-8,2,3.1%,10,0.1,-1,-4,-13
Cc1cc(C)c2c(N)c(C(=O)Nc3ccc(F)cc3)sc2n1,-2,-2,0,9.2%,-5,-0.4,3,4,17
O=C1CSC(=Nc2ccc(Cl)cc2)N1Cc1ccco1,-2,-5,5,0.6%,-6,0.8,-22,-7,22
COc1ccc(C(CC(=O)O)NC(=O)OC(C)(C)C)cc1 (stereo not drawn),-2,-5,-2,-0.8%,-3,1.7,1,0,18
O=C(Cn1ncc2c3ccccc3n(Cc3ccccc3)c2c1=O)N1CCN(c2ncccn2)CC1,-2,10,3,-1.8%,0,-0.9,6,-1,10
COC(=O)Cc1[nH]c(=S)[nH]c1C(=O)OC,-2,34,1,0.7%,3,1.7,-11,2,8
Cc1cc2n(n1)C(c1cc(C(C)(C)C)c(O)cc1O)Nc1ccccc1-2 (stereo not drawn),-3,0,39*,-0.3%,2,-0.2,-32,2,.
O=C(CSc1nnc(NC2CCCCC2)s1)NN1C(=O)NC2(CCCCC2)C1=O,1,7,3,0.0%,5,1.1,5,3,-1
Cc1ccc(C(=O)N2CCC(Cc3ccccc3)CC2)cc1S(=O)(=O)N1CCOCC1,-7,-6,3,-1.2%,11,0.0,-18,10,-5
O=C(Nc1cccc(O)c1)c1cnn2cccnc12,6,-3,5,-0.7%,-3,0.2,-10,-1,2
Cc1ccccc1OCC(=O)N1N=C(c2cccnc2)CC1(O)C(F)(F)F (stereo not drawn),-1,-11,7,5.4%,7,2.0,-8,-1,1
Cc1snc(SCc2ccc(F)cc2)c1C#N,1,3,8,-3.3%,15,2.3,-10,-3,0
COc1ccccc1CC(=O)N1CCN(c2ccccc2F)CC1,-5,-22,4,-0.7%,1,-2.0,-6,11,9

# Full records, looked up by structure:
# N#Cc1ccc(Cl)cc1NC(=O)COC(=O)c1ccc2c(c1)OCCO2 across the screens: D1 potentiator = -2; D1 antag = 5; D1 agonist = 6; RXFP1 agonist = -0.7%; D2 PAM = 2; D2 agonist = 0.2; RXFP1 antag = 12; TRHR PAM = 8; D2 antag = -7
# CC(C)(C)NC(=O)CSc1nnc(-c2ccccn2)n1Cc1ccccc1 across the screens: D1 potentiator = -10; D1 antag = -8; D1 agonist = 2; RXFP1 agonist = 3.1%; D2 PAM = 10; D2 agonist = 0.1; RXFP1 antag = -1; TRHR PAM = -4; D2 antag = -13
# Cc1ccccc1OCC(=O)N1N=C(c2cccnc2)CC1(O)C(F)(F)F (stereo not drawn) across the screens: D1 potentiator = -1; D1 antag = -11; D1 agonist = 7; RXFP1 agonist = 5.4%; D2 PAM = 7; D2 agonist = 2.0; RXFP1 antag = -8; TRHR PAM = -1; D2 antag = 1

# Following part.
SMILES,D1 potentiator,D1 antag,D1 agonist,RXFP1 agonist,D2 PAM,D2 agonist,RXFP1 antag,TRHR PAM,D2 antag
CC(C)(C)NC(=O)CN(C(=O)CNC(=O)c1cccs1)c1ccc2c(c1)OCCO2,3,4,0,1.8%,-1,0.3,-14,-1,-9
COc1cccc(OC)c1C(=O)Nc1cccc(-c2ccc(N3CCOCC3)nn2)c1,-5,8,5,-0.7%,0,0.5,5,1,-17
COC(=O)c1ccc(-n2cncn2)c([N+](=O)[O-])c1,-2,17,3,4.0%,5,-0.2,-15,37*,-14
O=C(O)CCC(=O)Nc1ccc(Br)cc1C(=O)c1ccc(Cl)cc1,-7,-15,2,-0.6%,-4,0.5,-7,-1,3
CCOC(=O)c1c(NC(=O)CSc2nnc(-c3ccc(C)cc3)o2)sc(C(C)=O)c1C,2,-12,6,-0.3%,14,-0.4,-10,2,3
CCOC(=O)N1CCN(C(=O)CNC(=O)c2ccc(Cl)cc2)CC1,-3,8,1,-2.3%,3,0.9,-19,0,-8
Cc1cc(N2CCN(C)CC2)nc2ccc(NC(=S)N3CCN(c4cccc(Cl)c4)CC3)cc12,-4,3,0,19%,-19,0.5,-7,-3,8
Cc1ccc(-n2c(=O)c3ccc(C(=O)NCc4ccco4)cc3n(Cc3ccc(Cl)cc3)c2=O)cc1,-3,-15,4,4.8%,-5,0.7,-34,2,.
CC1CCC2C(=O)N(c3ccc(Cc4ccncc4)cc3)C(=O)C2C1 (stereo not drawn),-8,-30*,11,2.0%,5,1.0,-21,1,-8
Cc1ccccc1NS(=O)(=O)c1ccc(C(=O)N2CC(C)OC(C)C2)cc1 (stereo not drawn),-8,1,6,-1.5%,1,0.4,-13,-6,1
O=C(Nc1nsc(-c2ccccc2)n1)c1ccncc1,-7,-26,3,0.2%,-3,0.1,-11,-10,-6
O=C(COC(=O)c1cc2ccccc2oc1=O)Nc1cccc(S(=O)(=O)N2CCCCCC2)c1,-6,-12,1,1.0%,.,.,28,7,.
CCOC(=O)c1c(C)[nH]c(C)c1C(=O)CSc1nc(N)cc(=O)[nH]1,2,2,3,1.1%,4,-1.5,6,12,-5
Cc1nnc(NC(=O)CSc2nnc(CC(=O)Nc3ccccc3C)n2C)s1,0,4,0,0.9%,12,0.9,-22,-1,16
Cc1cc(C(=O)OCC(=O)NC2CCCCC2)c(C)o1,1,4,1,1.0%,-7,-0.8,6,2,6
CCn1c(SC(C)C(=O)NC2CCCC2)nc2cc(S(N)(=O)=O)ccc21 (stereo not drawn),9,5,1,-1.9%,11,1.1,-4,10,-10
COc1ccc(C(c2nnnn2C2CCCC2)N2CCC(C(N)=O)CC2)c(OC)c1 (stereo not drawn),-3,8,0,0.4%,4,0.4,-8,6,-13
Cc1ccc(S(=O)(=O)NCC(=O)N(CC(=O)NCC2CCCO2)Cc2ccc(Cl)cc2)cc1 (stereo not drawn),-2,3,0,1.0%,.,.,2,-1,.
CC(=O)C1=C(O)C(=O)N(c2ccc(O)cc2)C1c1ccc(C)cc1 (stereo not drawn),1,-1,6,0.4%,-2,0.5,1,-2,5
Cc1ccc(-c2onc(C)c2C)cc1S(=O)(=O)NCc1ccco1,-4,-1,2,4.0%,-6,-0.3,-7,-1,.
Cc1cnc(NC(=O)c2ccc3c(c2)C(=O)N(Cc2ccco2)C3=O)s1,6,15,4,0.3%,11,0.6,-14,10,0
CCOC(=O)c1c2n(c3c(NCc4ccccc4)ncnc13)CCCC2,1,8,-1,1.3%,-7,0.1,-1,0,-6
C=CCc1cc(OC)ccc1OCCOCCC(C(=O)OCC)C(=O)OCC,-6,-12,18,2.3%,-4,-0.4,-13,-2,-3

# An excerpt. The share of hits here may be higher or lower than overall.
